Mdm2-MdmX inh – inhibitors of human Mdm2-MdmX association, primary screen, cell-based, luminescence, split luciferase, SaOS-2, uHTS; 330,000 tested, 3% active; Protein Mdm4 (Homo sapiens) + E3 ubiquitin-protein ligase Mdm2 (Homo sapiens), …; SaOS-2 split-luciferase Mdm2/MdmX complementation; inhibition, % at 8 µM;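 active = inhibition of at least 50% at 8 µM in the primary screen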
Target sequence (O15151 whole entry, looked up): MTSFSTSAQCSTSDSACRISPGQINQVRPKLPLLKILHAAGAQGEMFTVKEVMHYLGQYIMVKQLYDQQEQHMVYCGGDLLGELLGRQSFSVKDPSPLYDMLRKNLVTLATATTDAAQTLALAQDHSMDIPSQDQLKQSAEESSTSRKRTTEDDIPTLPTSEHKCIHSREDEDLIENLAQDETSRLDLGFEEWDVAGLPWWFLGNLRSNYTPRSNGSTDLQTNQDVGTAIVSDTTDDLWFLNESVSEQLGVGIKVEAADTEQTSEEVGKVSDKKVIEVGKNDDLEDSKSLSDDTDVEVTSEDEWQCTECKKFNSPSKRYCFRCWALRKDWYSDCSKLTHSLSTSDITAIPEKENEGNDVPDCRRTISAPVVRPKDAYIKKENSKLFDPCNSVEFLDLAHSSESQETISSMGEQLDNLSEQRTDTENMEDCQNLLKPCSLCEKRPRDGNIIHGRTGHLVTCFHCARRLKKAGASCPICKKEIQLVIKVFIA
Target sequence (Q00987 whole entry, looked up): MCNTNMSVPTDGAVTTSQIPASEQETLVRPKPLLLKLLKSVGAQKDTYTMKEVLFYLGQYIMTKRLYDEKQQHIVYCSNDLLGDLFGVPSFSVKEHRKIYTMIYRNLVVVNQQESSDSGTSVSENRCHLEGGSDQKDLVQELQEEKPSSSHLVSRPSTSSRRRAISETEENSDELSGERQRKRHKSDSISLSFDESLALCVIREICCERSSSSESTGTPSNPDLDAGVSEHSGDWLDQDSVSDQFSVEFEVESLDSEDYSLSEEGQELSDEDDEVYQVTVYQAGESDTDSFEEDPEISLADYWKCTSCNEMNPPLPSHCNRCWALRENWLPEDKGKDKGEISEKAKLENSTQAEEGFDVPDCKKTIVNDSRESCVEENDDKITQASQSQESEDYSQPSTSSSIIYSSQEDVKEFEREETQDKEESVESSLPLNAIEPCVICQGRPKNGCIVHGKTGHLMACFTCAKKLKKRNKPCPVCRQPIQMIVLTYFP
UPR CHOP act – activators of apoptotic CHOP UPR arm, primary screen, cell-based, CHO-CHOP luciferase reporter, luminescence, uHTS; UPR activation; percent of tunicamycin response over DMSO baseline; activation, % at 10 µM; 330,000 tested, 0.34% active; AID 449763, 2010;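 active = at 10 µM dose, activation of 40% or more, normalized to positive control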;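 also: 100% = tunicamycin at 10 µg/mL and 0% = DMSO alone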
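measured by = luciferase luminescence | assay system = CHO-CHOP cells, stable luciferase reporter of PERK-eIF2a-CHOP signalling | amount = 500 reporter cells seeded per well | timing = 6 h compound exposure at 37 °C after overnight seeding | controls = positive tunicamycin 10 µg/mL, negative DMSO alone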
TIM10 inh – growth inhibitors of isogenic TIM10 control yeast, primary screen, counter-screen for tim10-1 yeast inhibitor project, luminescence, uHTS | S. cerevisiae TIM10 strain growth, BacTiter-Glo luminescence, 24 h | inhibition, % at 10 µM | 330,000 tested, 1.4% active;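 active = inhibition of 40% or more at the single tested concentration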;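 also: wild-type TIM10 isogenic control strain grown at permissive 25 °C; 0% = DMSO yeast wells and 100% = minimal medium wells without yeast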
tim23-1 inh – growth inhibitors of tim23-1 mutant yeast, primary screen, luminescence, uHTS. S. cerevisiae tim23-1 growth, BacTiter-Glo luminescence, 24 h. AID 463212, 2010. 330,000 tested, 1.3% active. inhibition, % at 20 µM;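 active = growth inhibition of the mutant yeast at or above 50%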;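 also: temperature-sensitive mutant grown at 25 °C; plate controls were DMSO-treated mutant yeast for no effect and medium wells lacking yeast for full effect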
tim10-1 inh – growth inhibitors of tim10-1 mutant yeast, primary screen, luminescence, uHTS. S. cerevisiae tim10-1 ts strain growth, BacTiter-Glo, 24 h. inhibition, % at 20 µM. 330,000 tested, 2.2% active. AID 463190, 2010;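 active = inhibition of at least 40%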;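 also: mutant grown at 25 °C; 0% = DMSO wells with yeast and 100% = wells holding no yeast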
Jurkat NFkB inh – inhibitors of induced NF-kB luciferase reporter, primary screen, TCR NF-kB activation inhibitor project, cell-based, luminescence, uHTS; Jurkat, PMA/ionomycin-induced NF-kB luciferase reporter; inhibition, % at 4 µM; 330,000 tested, 0.53% active; in the data active = inhibition above about 50%
UPR XBP1 act – activators of adaptive XBP1 UPR arm, primary screen, cell-based, CHO-XBP1 luciferase reporter, luminescence, uHTS; IRE1-XBP1 UPR activation; percent of tunicamycin response, DMSO as zero; activation, % at 20 µM; 330,000 tested, 0.33% active; AID 463104, 2010;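 active = versus positive control, 20 µM dose yields 30% or more activation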;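 also: 100% = tunicamycin at 10 µg/mL and 0% = DMSO only wells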
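Material: IRE1-XBP1 luciferase reporter CHO line / Quantity: one thousand reporter cells per well / Buffer or medium: F12 with 10% serum / Compound: 20 µM single concentration, DMSO 1% / Times: 6 h treatment, 37 °C / Detection: Steady-Glo luciferase glow luminescence, 10 min after reagent addition / Benchmarks: tunicamycin high, DMSO low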
697 NFkB inh – inhibitors of PMA/ionomycin-induced NF-kB reporter, 697 cells, primary screen, B-cell NF-kB inhibitor project, cell-based, luminescence, uHTS; AID 435022, 2010; inhibition, % at 4 µM; 697 B-cell NF-kB luciferase reporter, 16 h; 330,000 tested, 0.33% active; in the data active = inhibition above about 35%
* = called active by the depositor.

SMILES | Mdm2-MdmX inh | UPR CHOP act | TIM10 inh | tim23-1 inh | tim10-1 inh | Jurkat NFkB inh | UPR XBP1 act | 697 NFkB inh
COc1ccc(NC(=O)c2cc3cc(C)ccc3n2C)c(OC)c1 | -19 | 2.1 | 25 | 9 | 0 | 0 | -2 | 15
CC(C)C(C)NC(=O)COC(=O)C1CCN(S(=O)(=O)c2ccc3c(c2)OCCO3)CC1 (stereo not drawn) | 4 | -0.9 | 0 | 12 | 7 | 5 | 3 | 10
CCOc1ccc(-n2c(SCC(N)=O)nc3sc4c(c3c2=O)CCN(C)C4)cc1 | 4 | -2.3 | -13 | -10 | -2 | -5 | 1 | -2
Cc1ccc2oc(C(=O)NC3CCS(=O)(=O)C3)cc(=O)c2c1 (stereo not drawn) | 5 | 0.3 | 1 | -11 | -17 | 1 | -2 | 13
COc1ccc(-c2nnc(N(C)C(=O)c3cccnc3)s2)cc1 | -48 | 1.8 | 14 | 5 | -5 | -69 | 2 | -64
CC1(C)COC(c2coc3ccccc3c2=O)OC1 | 9 | 6.1 | -5 | 4 | 7 | -34 | 1 | -22
C/C(=N\NC(=O)c1nnn(-c2nonc2N)c1-c1cccs1)c1ccc(O)cc1 | -5 | 1.5 | -14 | 0 | 9 | 10 | -2 | -2
CCCN(CCC)CCCNC(=S)Nc1ccc2nc(N3CCN(CC)CC3)cc(C)c2c1 | 53* | -0.9 | -13 | -40 | 0 | -32 | -3 | 27
N#CC1(NC(=O)COC(=O)c2ccc(-c3ccc(O)cc3)cc2)CCCCC1 | -21 | 1.3 | 13 | 19 | 10 | -4 | 4 | -1
O=c1c2c(-c3cccs3)csc2ncn1/N=C/c1ccc(OC(F)F)cc1 | 33 | 0.1 | 38 | 46 | 47* | -7 | 5 | -34
O=C(Cc1c(F)cccc1Cl)Nc1ccc(S(=O)(=O)N2CCOCC2)cc1 | 1 | 2.9 | 18 | 20 | 20 | 5 | -3 | -7
CC(C)(C)[C@H]1C=C(C(=O)NC2CC2)O[C@@H](OCCCCO)C1 | -14 | -1.9 | 12 | 8 | 7 | -8 | -2 | 10
COC(=O)c1ccc(S(=O)(=O)NCc2ccccn2)n1C | -18 | 1.5 | -13 | 24 | -11 | -6 | -3 | -4
Cc1cccc(C(=O)Nc2nnc(-c3ccco3)o2)c1 | 14 | 0.7 | 1 | -14 | -2 | -10 | -1 | -10
COc1cccc(C(O)CC(N)=O)c1 (stereo not drawn) | 10 | 0.6 | -11 | -10 | -21 | -2 | 1 | -3
CC(=O)N1CCN(CC(=O)Nc2sccc2C#N)CC1 | 3 | -0.1 | -6 | 10 | 3 | 1 | -3 | 18
CCN(CCO)C(=O)CC1C(=O)NCCN1Cc1c(F)cccc1Cl (stereo not drawn) | 6 | 1.0 | 7 | 6 | 9 | -9 | -1 | 8
O=C(NCCC(c1ccccc1)c1ccccc1)c1cnccn1 | -11 | -2.5 | 1 | 12 | 20 | -6 | 0 | 1
COc1ccc(Cl)cc1NC(=O)c1nc2nc(C)cc(C(F)F)n2n1 | 29 | 1.3 | -10 | 12 | -6 | -4 | 1 | 20
Cc1ccc(SCCN2C(=O)NC(C)(C)C2=O)cc1 | 4 | 0.9 | 17 | 17 | 5 | -12 | -2 | -1
COc1ccccc1/C=C/CN1CCSCC1 | 9 | -1.7 | -3 | 4 | -7 | -3 | -5 | 9
Fc1c(F)c(F)c(CSc2nc3ccccc3[nH]2)c(F)c1F | -26 | 2.0 | 23 | 43 | 29 | -23 | 2 | -9
Cc1ccc2nc(N(CCCN(C)C)C(=O)c3ccc(S(=O)(=O)N4CCc5ccccc5C4)cc3)sc2c1 | 100* | 36 | 45* | 36 | 38 | 10 | 93* | 4
Cc1ccc(OCC(=O)N/N=C/c2cc([N+](=O)[O-])ccc2N2CCCCC2)cc1 | -5 | 0.0 | 9 | -1 | 6 | 9 | -2 | 8
O=C(Oc1ccc(Br)cc1)c1cccc(S(=O)(=O)N2CCOCC2)c1 | 10 | 1.0 | 12 | 48 | 24 | -1 | 3 | 6
CC(=O)Nc1ccc(NC(=O)c2ccc([N+](=O)[O-])cc2Cl)cc1 | 15 | 0.4 | 8 | -1 | -3 | -15 | -1 | -16
Cc1ccc(NC(=O)CC2=NC(=O)C(CC(=O)Nc3ccccc3F)S2)cc1 (stereo not drawn) | -1 | 1.5 | -2 | -14 | -8 | -27 | 3 | -26
COc1ccc2cc(C(c3nnnn3C(C)(C)C)N3CCc4ccccc4C3)c(=O)[nH]c2c1 (stereo not drawn) | 4 | 2.4 | 36 | 38 | 21 | 12 | 4 | 4
COc1ccc(N2CC(NC(=O)NCCC(C)C)CC2=O)cc1 (stereo not drawn) | -16 | -0.7 | 7 | -6 | 9 | 11 | 1 | -5
COCO/C=C(\NC(C)=O)c1ccccc1 | 13 | 2.8 | -7 | -9 | -4 | 4 | 3 | -6
CCc1ccc(C2C(C(C)=O)=C(C(=O)OC)Nc3nnnn32)cc1 (stereo not drawn) | -16 | -0.5 | 8 | 21 | 6 | 6 | 0 | -20
COc1ccc(CN2C(=O)C(Cc3ccccc3)Nc3ncnc(N4CCOCC4)c32)cc1 (stereo not drawn) | 17 | -1.3 | 6 | 17 | 14 | 17 | -5 | 18
O=C(COc1ccccc1Cl)N1CCCCCCC1 | 14 | 0.4 | 14 | 24 | 18 | 5 | -5 | 7
COc1cc(SC#N)ccc1N=Cc1c(C)[nH]n(-c2ccc(C)cc2C)c1=O | 10 | 3.3 | 21 | 29 | 17 | 2 | 1 | 10
COC(=O)c1ccc(C)c(NC(=O)c2c(-c3ccccc3)noc2C)c1 | -2 | -2.2 | 10 | 21 | 19 | 5 | 0 | -3
O=C(Nc1ncccc1O)c1ccc(NS(=O)(=O)c2ccc3[nH]c(=O)[nH]c3c2)cc1 | 30 | 0.4 | 10 | 10 | -1 | 7 | 0 | -33
COC(=O)CCC(=O)N1CCCC(C(=O)c2cc(F)ccc2F)C1 (stereo not drawn) | 13 | -0.8 | 3 | -7 | 9 | -5 | -1 | 19
N#Cc1cn(CC(=O)N2CCc3ccccc3C2)c2ccccc12 | 16 | -2.2 | -4 | 7 | -2 | -8 | -1 | 15
CCC(O)(CC)C(=O)N/N=C/c1cc(Br)cc(Br)c1O | 43 | -1.0 | 58* | 67* | 14 | -18 | 1 | 1
N#CCC(=O)N1CCn2c1nc1ccccc12 | 17 | -1.9 | -12 | -13 | -13 | -7 | 3 | 27
COc1ccccc1NC(=O)c1cccc(S(=O)(=O)N2CCN(c3ccccc3)CC2)c1 | 30 | -0.7 | 24 | 29 | 27 | 2 | -1 | -5
COc1ccc(NC(=O)CC2S/C(=N\c3nccs3)N(C)C2=O)cc1 (stereo not drawn) | -35 | 5.4 | 11 | -5 | 10 | -14 | 1 | -33
CCOc1cc(/C=C2/SC(=S)N(CC3CCCO3)C2=O)ccc1O (stereo not drawn) | 2 | 1.3 | -3 | 4 | -1 | -17 | 3 | 0
O=C(c1ccc2ccccc2n1)N1CCN(c2ccccc2O)CC1 | -46 | 2.7 | 27 | 21 | 21 | -20 | 1 | -9
O=C(CCC(=O)N1CCN(S(=O)(=O)c2ccccc2)CC1)c1ccc(Br)cc1 | 14 | 0.3 | -5 | 13 | -5 | 2 | -2 | 11
O=C(NC1CCCCC1)c1ccc(S(=O)(=O)c2ccccc2Cl)c([N+](=O)[O-])c1 | 77* | 3.4 | -7 | -11 | -10 | 17 | -3 | -11
CCOc1ccccc1N1CCN(C(=O)c2cc(S(=O)(=O)N3CCCCC3)ccc2C)CC1 | 2 | -0.6 | 21 | 20 | 15 | -20 | 0 | -2
Cc1cccc(NC(=O)c2ccc3ccccc3n2)c1C | -249 | 0.9 | 45* | 39 | 38 | -128 | 1 | -162
CCOC(=O)c1cc2c(c(CSc3nc4ccccc4c(=O)n3Cc3ccco3)c1)OCOC2 | 49 | -0.4 | -22 | -16 | 18 | 1 | -2 | 1
COc1cc(C(=O)Nc2cccc(-c3nc4cc(C)ccc4o3)c2)cc(OC)c1OC | 7 | 4.6 | 15 | -3 | 0 | -27 | 2 | -69
CCCc1cc(CN(C)C(=O)CC2C(=O)NCCN2Cc2ccccc2C)[nH]n1 (stereo not drawn) | 12 | 0.2 | 9 | 13 | 10 | 2 | -3 | 5
COC(=O)c1ccc(Cl)c(NC(=O)CN2CCN(C)CC2)c1 | 5 | 0.5 | -11 | 3 | 2 | 4 | -2 | 19
CCOC(=O)N1CCN(C(=O)C(C)n2nc(C)n3c(cc4sccc43)c2=O)CC1 (stereo not drawn) | 9 | -0.4 | 0 | 25 | 12 | 11 | -3 | 3
COc1cc2nc(NC(=O)c3ccccc3)[nH]c(=O)c2cc1OC | -22 | -1.2 | 5 | 3 | 19 | -15 | 2 | 4
O=C(CSc1nnc(-c2cccnc2)n1Cc1ccccc1)NCc1ccco1 | 9 | 0.9 | 6 | -2 | 11 | 5 | -1 | 5
COc1ccc(CNCc2cc(Cl)ccc2O)cc1 | -17 | -0.7 | -3 | 9 | 24 | -2 | 0 | 9
S=c1sc(SCCOc2ccccc2)nn1-c1ccccc1 | 21 | -1.4 | 5 | 17 | 27 | 0 | -1 | 23
O=C(COC(=O)c1ccco1)Nc1ccccc1 | 11 | 0.6 | -6 | 7 | 3 | -4 | 2 | 13
CCc1ccc(NC(=O)CCS(=O)(=O)c2ccc(Cl)cc2)cc1 | 3 | 2.6 | 18 | 27 | 6 | -3 | -4 | 2
O=P(O)(O)CP(=O)(O)O | -14 | 0.2 | 2 | 21 | 16 | -14 | 1 | -34
COc1ccc(S(=O)(=O)Cc2ccc(C(=O)N3CCN(c4ccccc4F)CC3)o2)cc1 | 16 | -2.1 | -2 | 21 | 29 | -8 | -5 | 7
CCOC(=O)/C(C#N)=C\c1ccc(N2CCN(C/C=C/c3ccccc3)CC2)cc1 | -1 | 3.9 | 22 | 33 | 27 | -2 | 0 | -19
C#CCNC(=O)C1=C[C@@H](c2ccc(Br)cc2)C[C@@H](OCCCCO)O1 | -1 | -1.5 | 10 | 19 | -2 | 1 | 4 | -9

Bioassay records from PubChem BioAssay.
